PME-1 primary – blocks human protein phosphatase methylesterase 1. Q9Y570. AID 2130. hit rate 0.53% among 320,000. inhibition, % at 5.9 µM. recombinant PME-1, FP-Rh probe fluorescence polarization;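 active = inhibition above the campaign mean of all compounds plus 3 SD, cut at about 26% in these data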;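 also: competitive labeling of PME-1 active site by serine hydrolase directed probe; 0% = PME-1 with DMSO and 100% = wells lacking PME-1 enzyme; inhibitors block probe labeling so polarization falls and inhibition rises; many of its hits are not listed in these tables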
Target sequence (Q9Y570 whole entry, looked up): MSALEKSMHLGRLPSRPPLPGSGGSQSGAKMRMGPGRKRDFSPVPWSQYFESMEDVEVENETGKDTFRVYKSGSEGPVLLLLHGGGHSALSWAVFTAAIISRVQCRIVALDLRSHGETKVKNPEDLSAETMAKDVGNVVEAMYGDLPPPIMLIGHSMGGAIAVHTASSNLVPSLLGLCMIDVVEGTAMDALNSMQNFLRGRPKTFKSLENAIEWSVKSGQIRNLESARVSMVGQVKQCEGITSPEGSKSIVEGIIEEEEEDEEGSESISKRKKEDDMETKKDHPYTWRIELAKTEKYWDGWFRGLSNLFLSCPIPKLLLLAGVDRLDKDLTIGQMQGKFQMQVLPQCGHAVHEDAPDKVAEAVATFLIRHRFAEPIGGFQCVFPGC
PAFAH2 FP inh – inhibitors of human PAFAH2. hit rate 0.99% among 340,000. recombinant PAFAH2, FP-rhodamine activity probe, fluorescence polarization. Q99487. inhibition, % at 3.39 µM;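 active = inhibition above the mean over all tested compounds plus 3 SD, cut at about 30% in these data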;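 also: inhibitors block probe labeling of enzyme so polarization drops; 0% = enzyme with DMSO and 100% = wells lacking PAFAH2 protein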
LYPLA2 counter – counter-screen for PME1 inhibitors: inhibitors of human LYPLA2; recombinant LYPLA2, FP-Rh probe fluorescence polarization; inhibition, % at 5.9 µM; hit rate 0.38% among 320,000;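 active = inhibition above the screen-wide mean plus 3 SD, limit set per campaign, cut at about 26% in these data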;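 also: 0% = LYPLA2 with DMSO and 100% = wells lacking LYPLA2 enzyme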
pPAFAH inh – pPAFAH (human) enzyme inhibition | Q13093 | AID 463082 | recombinant pPAFAH, FP-rhodamine probe fluorescence polarization | hit rate 1.5% among 330,000 | inhibition, % at 3.39 µM;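 active = inhibition above the mean inhibition across the screen plus 3 SD, cut at about 25% in these data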;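 also: inhibitors block binding of the rhodamine activity-based probe so polarization drops; 0% = enzyme with DMSO and 100% = wells lacking pPAFAH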
PAFAH1B2 inh – inhibitors of human PAFAH1B2 | P68402 | recombinant PAFAH1B2, FP-rhodamine activity probe, fluorescence polarization | inhibition, % at 3.39 µM | hit rate 1.2% among 340,000;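 active = inhibition above the mean of all tested compounds plus 3 SD, cut at about 24% in these data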;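 also: 0% = enzyme with DMSO and 100% = wells lacking PAFAH1B2; many of its hits are not listed in these tables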
Target sequence (P68402 whole entry, looked up): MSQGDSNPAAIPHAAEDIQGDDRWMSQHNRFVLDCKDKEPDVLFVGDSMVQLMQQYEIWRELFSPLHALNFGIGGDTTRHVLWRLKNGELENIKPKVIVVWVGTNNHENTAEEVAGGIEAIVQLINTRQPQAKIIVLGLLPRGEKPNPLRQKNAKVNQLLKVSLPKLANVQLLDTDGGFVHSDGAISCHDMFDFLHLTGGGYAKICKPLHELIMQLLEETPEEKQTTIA
GSTO1 counter – blocks human GSTO1 in RBBP9 counter-screen; hit rate 1.1% among 300,000; P78417; recombinant GSTO1, activity-based probe fluorescence polarization; inhibition, % at 5.96 µM;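 active = inhibition above the campaign mean inhibition plus 3 SD, cut at about 35% in these data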;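 also: 0% = GSTO1-1 with DMSO and 100% = wells lacking GSTO1-1 enzyme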
Target sequence (P78417 whole entry, looked up): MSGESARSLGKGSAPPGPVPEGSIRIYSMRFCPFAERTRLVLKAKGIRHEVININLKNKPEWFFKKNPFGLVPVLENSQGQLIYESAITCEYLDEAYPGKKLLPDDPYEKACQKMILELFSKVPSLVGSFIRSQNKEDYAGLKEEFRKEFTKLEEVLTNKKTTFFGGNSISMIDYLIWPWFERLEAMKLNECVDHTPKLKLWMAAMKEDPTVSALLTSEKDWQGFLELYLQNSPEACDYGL
LYPLA1 inh – counter-screen for PME1 inhibitors: inhibitors of human LYPLA1; O75608; recombinant LYPLA1, FP-Rh probe fluorescence polarization; inhibition, % at 5.9 µM; hit rate 0.16% among 320,000; AID 2174;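 active = inhibition above the mean of all tested compounds plus 3 SD, set per campaign, cut at about 14% in these data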;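 also: inhibitors block serine hydrolase probe labeling of LYPLA1 so polarization falls; 0% = enzyme with DMSO and 100% = wells lacking LYPLA1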
PAFAH1B3 FP inh – inhibitors of human PAFAH1B3; inhibition, % at 3.39 µM; recombinant PAFAH1B3, FP-rhodamine probe, fluorescence polarization; hit rate 0.28% among 340,000; AID 492972;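 active = inhibition above the screen-wide average of all tested compounds plus 3 SD, cut at about 25% in these data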;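 also: 0% = enzyme with DMSO only and 100% = wells lacking PAFAH1B3 protein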
Target sequence (Q15102 whole entry, looked up): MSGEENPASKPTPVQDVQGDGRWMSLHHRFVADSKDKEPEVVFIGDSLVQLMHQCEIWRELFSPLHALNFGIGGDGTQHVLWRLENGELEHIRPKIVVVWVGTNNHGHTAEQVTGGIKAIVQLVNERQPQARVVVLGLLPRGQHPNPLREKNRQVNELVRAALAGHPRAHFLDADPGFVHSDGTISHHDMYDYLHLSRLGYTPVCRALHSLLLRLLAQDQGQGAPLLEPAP
PAD4 inh – inhibitors of human PAD4; recombinant PAD4, RCA probe fluorescence polarization; inhibition, % at 6.36 µM; hit rate 0.41% among 330,000;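 active = percent inhibition above a cutoff equal to the mean of all tested compounds plus 3 SD, cut at about 15% in these data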;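 also: 0% = PAD4 with RCA probe and DMSO and 100% = probe without PAD4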
The depositor's hits bear a star; / = not tested or not shown; & = joins results of further samples. This is a subset; count on the stated rates, not on these rows.

SMILES	PME-1 primary	PAFAH2 FP inh	LYPLA2 counter	pPAFAH inh	PAFAH1B2 inh	GSTO1 counter	LYPLA1 inh	PAFAH1B3 FP inh	PAD4 inh
CNC(=O)C(=O)NCCC1CCCCN1S(=O)(=O)c1cccs1 (stereo not given)	4.2	-1.1	-1.5	-0.2	-2.5	13.4	-4.6	3.5	1.2
CCN(CC(=O)NC(C)C)C(=O)CCNC(=O)c1ccc(Cl)cc1	6.1	1.1	1.8	2.0	4.0	-4.8	-2.6	2.7	0.0
Cc1cc(=O)c(C(=O)O)nn1-c1ccccc1	1.4	2.6	4.3	4.5	5.3	19.6	3.8	4.3	-0.2
O=C(COc1ccc(Cl)cc1)NCc1nnc(SCC(=O)NCC2CCCO2)o1 (stereo not given)	1.4	0.5	0.6	1.9	0.5	-4.1	2.9	0.5	2.0
Cc1ccc(CNC(=O)C(CCC(N)=O)NC(=O)OCc2ccccc2)cc1 (stereo not given)	-3.5	4.1	-0.5	6.1	4.7	3.9	1.6	11.6	-6.5
CCc1ccc(-c2cc(C(F)(F)F)n3nc(C(=O)Nc4cnn(Cc5ccccc5C)c4)cc3n2)s1	0.2	1.7	-5.8	-4.7	2.0	0.7	-2.1	9.1	-2.7
CCOC(=O)C1CCN(c2nc(-c3ccccc3)nc3c2oc2ccccc23)CC1	-8.3	-1.2	-3.0	-4.8	-1.7	1.9	-2.5	-8.3	-1.6
O=C(c1ccc2c(c1)OCO2)C1CCCN(Cc2c(F)ccc(F)c2F)C1 (stereo not given)	-5.8	-4.5	2.3	3.3	-0.8	-6.4	4.2	6.4	-0.7
CC[C@]12c3[nH]c4ccccc4c3CCN1C(=O)C(CC(=O)NC/C=C(\C)CCC=C(C)C)C[C@@H]2C(=O)N1CCN(C(=O)c2ccco2)CC1 (stereo not given in full)	/	4.4	/	11.6	2.6	/	/	-4.7	-1.1
COc1cc(=O)[nH]c(SCc2c(F)c(F)c(F)c(F)c2F)n1	-6.4	4.6	-6.0	14.9	7.7	-9.4	-0.2	0.9	-3.1
Cc1cccc(NC(=O)COc2nsnc2N2CCOCC2)c1	0.4	-1.0	-2.0	1.1	2.6	4.7	-6.2	0.6	1.7
CCOc1ccc(CCNC(=O)CS(=O)(=O)Cc2nc(-c3ccccc3F)oc2C)cc1	2.9	1.6	12.6	4.3	3.0	-1.6	7.3	-4.2	-2.9
CC1(C)C2CC=C(/C=N/NC(=O)c3ccccc3Br)C1C2 (stereo not given)	0.0	-8.8	1.7	-0.3	4.1	0.0	4.5	5.2	4.3
COCCCn1c(=O)/c(=C\c2ccccc2OC(C)C)s/c1=C(/C#N)C(=O)Nc1ccc(C(=O)O)cc1	-6.2	-9.6	-5.5	-2.0	1.2	-9.4	2.5	-0.2	-3.3
COc1cc2[nH]c(=O)n(CCCCCC(=O)NCCCN3CCCC3=O)c(=O)c2cc1OC	-6.9	-10.8	-2.0	-1.2	-6.0	16.2	-5.2	2.5	-5.5
O=C(C1CCC1)N1CCc2cc(S(=O)(=O)NC3CCCC3)ccc21	23.0	5.5	6.9	1.9	-2.6	-1.6	0.7	4.3	-3.3
CCOc1ccc(N(CC(=O)Nc2ccccc2F)S(=O)(=O)c2c(C)[nH]c(=O)[nH]c2=O)cc1	1.2	10.0	-0.9	0.2	3.4	1.9	-1.5	-1.9	-3.9
CC(c1ccccc1)n1c(-c2ccccc2F)n[nH]c1=S (stereo not given)	1.9	-23.1	-4.1	1.4	16.7	2.3	-2.5	3.2	0.9
O=C(CSc1ccc(-c2cccnc2)nn1)Nc1ccc(Br)cc1	-5.5	0.8	-0.4	4.8	-4.1	-4.5	-1.5	12.1	-6.0
Cc1ccc(C(=O)Nc2ccc(N3CCOCC3)cc2)cc1	-4.6	-4.8	0.2	5.4	5.0	8.3	-1.7	0.8	-4.1
COc1ccc(-c2cc(N)n(S(=O)(=O)Cc3ccccc3)n2)c(OC)c1	2.9	-2.0	-0.6	3.2	2.4	-6.0	-1.6	1.6	-3.6
CCc1nc(OCC(=O)c2ccccc2)c(C#N)c2c1COC(C)(C)C2	3.4	0.8	6.4	-0.2	5.9	-3.2	6.0	4.1	3.4
O=C1NN(c2ccccc2)C(=O)/C1=C/c1cccs1	1.7	/	-3.5	2.8	/	63.0*	-1.1	/	-1.2
CC(C)(O)C#Cc1ccc(C(=O)N2CCN(C(=O)c3ccco3)CC2)cc1	3.8	1.7	3.4	1.3	1.5	-1.9	-1.0	6.3	2.4
CCOC(=O)N1CCC(Nc2c(NCCCN3CCN(c4ccc(OC)cc4)CC3)c(=O)c2=O)CC1	8.5	4.3	9.9	-3.5	2.7	6.1	3.3	2.2	0.4

Following part
SMILES	PME-1 primary	PAFAH2 FP inh	LYPLA2 counter	pPAFAH inh	PAFAH1B2 inh	GSTO1 counter	LYPLA1 inh	PAFAH1B3 FP inh	PAD4 inh
Fc1ccc2c(c1)C1C=CCC1C(c1cc3c(cc1Br)OCO3)N2 (stereo not given)	2.7	1.4	7.0	16.4	-0.7	2.4	1.6	7.6	6.6
CCOc1cccc(OCCCOc2ccccc2)c1	-7.0	-5.3	7.3	5.6	6.8	2.1	1.3	2.7	-2.7
COc1cccc(/C=N/NC(=O)c2c(C)nc3ccc(Br)cn23)c1O	9.1	12.5	-1.4	24.1	10.8	2.6	0.8	5.9	-0.4
COC(=O)c1ccc(/C=N/OCC(=O)NCc2ccc(F)cc2)cc1	-5.9	-1.7	-1.0	-0.3	3.0	17.4	0.7	6.9	-0.7
CC1CCC(NC(=O)C2CCN(c3c4c(nc5ncnn35)CCC4)CC2)CC1 (stereo not given)	0.1	1.8	3.5	-0.6	4.8	-1.4	-1.3	3.2	-3.5
Cc1ccc2[nH]c(CN3CCN(C)C(CCO)C3)c(C)c2c1 (stereo not given)	0.2	-3.3	8.4	6.6	2.1	5.4	-0.3	2.8	-3.5
COc1cc(C(=O)Nc2c(C)cc(C)cc2C)c(Br)c(OC)c1OC	4.3	-5.7	-4.5	-0.6	2.2	2.9	-0.6	0.9	-2.1
COC(=O)c1ccc(S(=O)(=O)NCc2ccco2)n1C	-5.1	-2.1	-3.6	4.1	-1.4	5.5	-2.9	9.7	-1.0
Cc1cc(C)c(S(=O)(=O)N(C)CC(=O)NCc2cccnc2)c(C)c1	-10.0	-6.4	-5.4	-3.3	5.3	3.7	-0.3	7.0	3.1
Cc1ccc(CC(=O)NCCC(=O)O)cc1	2.4	-0.7	1.4	-3.1	-2.1	-11.9	-1.3	3.6	2.8
O=c1c(Cl)c(N2CCN(S(=O)(=O)c3ccccc3)CC2)cnn1-c1ccccc1	6.0	-5.0	14.4	2.8	2.1	4.6	4.8	1.2	4.2
Cc1ccc(NC(=O)C23CCC(C)(C(=O)[C@H]2Br)C3(C)C)cc1 (stereo not given in full)	6.1	1.9	5.0	3.4	-1.1	1.3	-0.7	2.6	-1.0
CCn1nc(C(=O)NC2=NCCS2)c2ccccc2c1=O	0.0	-5.4	3.0	-1.0	7.5	-3.6	-0.8	8.1	8.0
CC(C)(C)c1ccc(-n2ncc3c2CCCC3NC(=O)CCN2CCCO2)cc1 (stereo not given)	-4.8	5.4	-0.7	37.3*	5.2	1.4	1.7	4.0	-0.5
CCN(CC)S(=O)(=O)c1ccc(C)c(NC(=O)COC(=O)CNC(=O)c2ccc(C(C)(C)C)cc2)c1	4.1	19.0	5.4	20.4	1.0	-1.2	-3.6	-4.8	-0.6
CCOC(=O)N1CCN(C(=O)CSCc2ccccc2Cl)CC1	0.5	13.6	10.4	2.0	2.3	1.8	2.2	5.5	5.2
Cc1cccc(N2C(=S)NC3c4ccccc4OC2(C)C3C(=O)N(C)C)c1 (stereo not given)	-7.6	-2.4	6.2	-5.5	3.9	19.2	-1.1	8.4	-0.5
CCOc1ccc(C2N(c3ccc(Cl)cc3)C(=O)C3CCCN32)cc1OC (stereo not given)	-3.5	1.1	1.1	-1.8	3.6	-1.2	-3.3	3.2	-2.6
Cc1cc2c3nonc3ccc2n1-c1ccccc1	0.2	-3.2	-6.6	12.4	10.1	0.5	1.9	-0.1	-3.6
Cc1noc2ncnc(Sc3ccc(Cl)cc3)c12	-2.2	-0.1	-10.7	-3.0	0.4	-6.5	-3.6	-2.4	7.9
CNC(=S)N1CCn2cccc2C1c1ccc(F)cc1 (stereo not given)	2.5	-3.3	5.9	3.3	7.5	0.9	1.9	7.0	-6.9
COC(=O)C1=C(CSc2nnnn2C)NC(=O)NC1c1cc(C)ccc1C (stereo not given)	-1.2	-5.9	11.3	0.7	6.6	-4.2	0.9	2.3	-3.8
Cc1ccc(CN2CCN(Cc3ccc4cccc(F)c4n3)CC2CCO)cc1 (stereo not given)	-7.2	4.8	1.6	-0.6	3.7	-2.7	1.3	10.2	2.4
O=C(COC(=O)CNC(=O)c1ccc(Cl)cc1)Nc1ncc(C(F)(F)F)cc1Cl	-16.2	7.1	-5.1	10.0	5.2	5.2	-0.7	-7.6	-2.8
COc1ccc([C@H]2CC(=O)C=C(/C=C/c3ccc(Cl)cc3)C2)cc1	-2.0	-12.3	3.0	3.7	-3.4	/	0.0	-3.2	1.5

Grouped by structure: the compounds so far containing a cyano group (two)
SMILES	PME-1 primary	PAFAH2 FP inh	LYPLA2 counter	pPAFAH inh	PAFAH1B2 inh	GSTO1 counter	LYPLA1 inh	PAFAH1B3 FP inh	PAD4 inh
COCCCn1c(=O)/c(=C\c2ccccc2OC(C)C)s/c1=C(/C#N)C(=O)Nc1ccc(C(=O)O)cc1	-6.2	-9.6	-5.5	-2.0	1.2	-9.4	2.5	-0.2	-3.3
CCc1nc(OCC(=O)c2ccccc2)c(C#N)c2c1COC(C)(C)C2	3.4	0.8	6.4	-0.2	5.9	-3.2	6.0	4.1	3.4

(list continues)
SMILES	PME-1 primary	PAFAH2 FP inh	LYPLA2 counter	pPAFAH inh	PAFAH1B2 inh	GSTO1 counter	LYPLA1 inh	PAFAH1B3 FP inh	PAD4 inh
C=CCOC(=O)C1=C(C)NC(SCC(=O)N(CC)CC)=C(C#N)C1c1ccco1 (stereo not given)	4.5	-0.6&7.0	3.0	2.1	5.0&-1.7	-6.8	-3.5	6.5&-1.2	1.6
O=C(CN1CCc2ccccc2C1)NCC(=O)Nc1ccc(F)cc1	-2.6	7.7	1.9	9.3	8.1	2.8	3.5	6.2	-5.0
COc1ccccc1NC(=O)Nc1ccc(Br)cn1	0.0	-2.2	0.2	0.9	1.9	-14.4	0.0	0.4	-1.0
Cc1ccc(NC(=O)c2ccccc2N(C)S(=O)(=O)c2ccccc2)c(C)c1	-3.7	0.4	-0.5	2.9	0.1	2.3	-0.6	6.7	-2.6
C=CCC1Cc2c(Br)cccc2C(CC=C)N1 (stereo not given)	1.7	4.4	3.4	1.5	1.5	3.2	2.4	-2.2	-2.7
O=C(O)c1ccc(N/N=C/C=C/c2ccccc2[N+](=O)[O-])cc1	2.8	2.5	10.5	6.4	-3.4	1.6	-1.6	7.2	-2.4
Cc1nnc(Sc2cc(C(=O)NCCCN(C)Cc3ccccc3)c3ccccc3n2)s1	-1.5	4.4	-1.3	-2.4	1.0	-4.7	-0.9	5.2	1.6
COc1ccc(C(=O)N2CCN(C(=O)C3COc4ccccc4O3)CC2)cc1OC (stereo not given)	-1.6	1.6	8.8	9.5	6.9	-1.2	-3.2	4.6	-1.2
O=C(NCCS(=O)(=O)NC1CCCC1)c1ccccc1	-0.8	-2.2	-1.4	1.9	-1.5	6.1	2.3	2.2	-10.1
Cc1ccc(SCC(=O)c2ccc(CC(=O)O)s2)cc1	-1.7	/	7.5	21.7	/	-4.4	-2.5	/	-1.4
CCC(C)Cn1c(C)nc2ccccc21 (stereo not given)	1.5	4.1	-8.3	-0.3	0.5	4.0	-1.6	11.0	-4.0

From PubChem
